Nrf2 ARE act – Nrf2 pathway activation. AREc32 ARE-luciferase reporter (MCF7-derived line), luminescence, 24 h. Potency, µM (series often up to 46.1 µM), for inactives: at the top dose activation, most hits filed as activators. 410,000 compounds, 0.31% hits. AID 624171; further: potency means the concentration at half of the fitted maximal effect; % of control where 0% means no effect; nearly all actives have a fitted effect of over 65% in size
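Luciferase luminescence (Steady-Glo, 30 min at room temperature) served as the read-out of ARE activation in AREc32 cells treated with compounds for 24 hr at 37 deg C.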
Nrf2 block – Nrf2 pathway inhibition; A549 ARE-Fluc reporter, luciferase luminescence, 18-24 h; 360,000 compounds, 2.1% hits; Potency, µM (highest dose often 46 µM), for the others: at the top dose activity change, negative = inhibition, hits mostly inhibitors; further: potency means the concentration at half of the fitted maximal effect; on the % scale 0 is the no-effect control and ±100 the full control effect; nearly all actives have a fitted effect of over 60% in size
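Cells were seeded and rested 2 h, then exposed to compounds for 18-24 h. CellTiter-Fluor was read first as a viability measure. BugLite was added 15 min before the final luminescent read of ARE-luciferase activity in A549 cells.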
A549 viability – kills or reduces viability of A549 cells in Nrf2 counter-screen. A549 ARE-Fluc cells, CellTiter-Fluor viability, 18-24 h. Potency, µM (highest dose often 46 µM), inactives show at the highest dose activity change, negative = cytotoxicity, hits mostly inhibitors. 390,000 compounds, 0.16% hits; further: potency means the concentration at half of the fitted maximal effect; on the % scale 0 is the no-effect control and ±100 the full control effect
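A549 ARE_Fluc cells in 5% FBS OPTI-MEM were exposed to compounds in concentration-response for 18-24 h at 37 deg C. Viability was read by CellTiter-Fluor fluorescence (Ex 405/Em 525) after 30 min, before the luciferase read.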
ATXN2 expr inh – ATXN2 expression inhibition; HEK-293 ATXN2-luciferase reporter, luminescence, 24 h; Potency, µM (titrated, usually from 57 µM), for inactives: at the highest dose activity change, negative = inhibition, actives largely listed as inhibitors; 360,000 compounds, 0.72% hits; AID 1745845; further: potency means the concentration at half of the fitted maximal effect; on the % scale 0 is the no-effect control and ±100 the full control effect; nearly all actives have a fitted effect of over 55% in size
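ATXN2-luciferase reporter cells (luciferase flanked by upstream and downstream ATXN2 gene portions) were treated 24 h at 37 °C with compounds at up to 57 uM. SteadyGlo luminescence gave expression; GF-AFC fluorescence gave viability.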
ATXN viability – cell viability loss in ATXN counter-screen; S2 cells (HEK-293 line with an ATXN2-luciferase reporter) viability, CellTiter-Fluor protease fluorescence, 24 h; Potency, µM (doses to about 56.7 µM), actives largely listed as cytotoxic; 400,000 compounds, 0.49% hits; AID 651635; further: potency means the concentration at half of the fitted maximal effect; nearly all actives have a fitted effect of over 40% in size
IL-1B inflam inh – inflammasome signaling inhibition, IL-1 beta readout. THP-1 LPS/ATP IL-1B secretion, AlphaLISA, 16 h; hits give low values. activity change, % at 57.5 µM. 360,000 compounds, 4.7% hits. AID 743279; in the data active means activity change below about -50%; inconclusive means mostly about -30% to -49%; further: on the % scale 0 is the no-effect control and ±100 the full control effect
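Secreted IL-1B measured by AlphaLISA bead assay after 16 h compound exposure of THP-1 cells; compounds (final up to 57.5 uM) added 1 h before LPS (250 ng/mL) and ATP (1.25 mM) stimulation; lower signal means less secretion.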
TGFb SMAD3 inh – inhibitors of TGF-b signaling | HepG2 CAGA-GFP TGF-b/SMAD3 reporter, GFP fluorescence, 18 h; TGF-beta stimulated, 500 pg/mL final | Potency, µM (top dose mostly 46.1 µM), without a hit: top-dose activity, negative = inhibition, most hits filed as inhibitors | 410,000 compounds, 1.2% hits; further: potency means the concentration at half of the fitted maximal effect; on the % scale 0 is the no-effect control and ±100 the full control effect; nearly all actives have a fitted effect of over 65% in size
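HEPG2 CAGA-GFP reporter cells (1000/well, DMEM with 1% FBS) received compounds, then recombinant TGF-beta at 500 pg/mL final for 18 hours at 37 degrees C. Per-cell GFP summed per well was normalised to unstimulated and stimulated DMSO controls before curve fitting.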
HepG2 tox – counter-screen for TGF-b inhibitors: cytotoxicity in HepG2 cells | 410,000 compounds, 0.76% hits | Potency, µM (series often up to 46.1 µM), without a hit: top-dose activity change, negative = cytotoxicity, usual class: cytotoxic | HepG2 CAGA-GFP viability, ATP luminescence, 18 h | AID 588856; further: potency means the concentration at half of the fitted maximal effect; some results filed as inactive show a strong effect at the top dose
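HepG2 CAGA-GFP cells (1000/well, DMEM with 1% FBS) received compound, then TGF-beta at 500 pg/mL final, and were incubated 18 hours at 37 degrees C. Viability was read by CellTiter-Glo luminescence. Media-only wells were set as complete cell-killing and DMSO as no toxicity.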
MCF10A rereplic – induces DNA re-replication in MCF 10a normal breast cells; 350,000 compounds, 2.9% hits; AID 624296; Potency, µM (top dose mostly 46.1 µM), for the others: top-dose activity, positive = re-replication, most hits filed as activators; MCF 10A DNA re-replication, Hoechst nuclear intensity, 48 h; further: potency means the concentration at half of the fitted maximal effect; % of control where 0% means no effect; nearly all actives have a fitted effect of over 50% in size
Starred values were filed as active, the others as inactive; i = inactive; ? = inconclusive; . = not tested or not shown; & = joins results of further samples; [ ] = another dose, or the depositor's remark. Unless noted, the call rests on the fitted dose curve; in most records, active means well fitted curve in the direction sought with a large enough effect; inconclusive means small, poorly fitted or top-dose-only effect, or another doubt; inactive means no such curve, though single readings can be large; an effect the other way counts as inactive or inconclusive.

Sequence of screens: TGFb SMAD3 inh, Nrf2 ARE act, ATXN viability, MCF10A rereplic, IL-1B inflam inh, A549 viability, ATXN2 expr inh, Nrf2 block, HepG2 tox
CC(NC(=O)c1ccc(C#N)cc1)C1CC2CCC1C2 (stereo unspecified)
 : -1%, 0.2%, i, -19%, -16, 4%, 2%, -5%, 1%
COc1ccc(-c2cc(C(=O)Nc3c(C)nn(Cc4ccccc4Cl)c3C)no2)cc1OC
 : -24%, 2.6%, i, 29%, -16, -3%, -6%, ., -1%
CCC(C)(C)c1ccc(Oc2ccc(N)cc2)cc1
 : ?, -2.4%, i, 15µM*, -12, -20%, 6.7µM*, 5.8µM*, -23%
Cc1csc(C(=O)O)c1-n1cccc1
 : -2%, 0.0%, i, 8%, 24, -2%, 0%, 11%, -1%
Cc1cc(OCC(=O)Nc2cc(S(=O)(=O)N3CCOCC3)ccc2N2CCCC2)ccc1C(C)C
 : 0%, -1.4%, i, 11%, ?, -21%, -14%, 16µM*, 2%
COc1ccc(O)c(-c2cc(C(F)(F)C(F)F)nc(-c3ccccc3)n2)c1
 : 2%, -0.1%, i, ?, -2, -2%, -9%, 12%, -6%
CSc1cccc(NC(=S)Nc2ccc(F)cc2)c1
 : 0%, 2.2%, i, 4%, -2, 11%, 2%, ?, 1%
COc1cccc(-n2cnc3sc(C)cc3c2=O)c1
 : 12%, 2.1%, i, -9%, 14, 0%, 16%, 16%, -4%
CCn1ccc2cc(S(=O)(=O)N3CCC(C(=O)NCCc4ccccc4Cl)CC3)ccc21
 : -27%, 0.0%, i, ., ., -1%, -10%, ., -9%
CCN(CC)C(=O)C1=C(C)N(CCCN2CCCC2=O)C(=O)C(CC(=O)NCCCCc2ccccc2)C1 (stereo unspecified)
 : 1%, -0.5%, i, ., -21, ., -6%, ., 3%
O=C(CNC(=O)C(c1ccccc1)c1ccccc1)OCC(=O)c1ccc2ccccc2c1
 : 8%, ., ., ., ., 5%, ., -5%, 0%
O=C1NC(=O)C(Cc2ccc(O)cc2)N1 (stereo unspecified)
 : 1%, 0.0%, i, 47%, 6, 4%, 4%, 3%, 8%
COc1ccccc1CNC(=O)COC(=O)C1CCN(S(=O)(=O)c2c(Cl)cccc2Cl)CC1
 : -2%, 0.1%, i, 5%, 49, -1%, 0%, 2%, 5%
Cn1c(N)c(C(=O)COC(=O)c2ccc([N+](=O)[O-])o2)c(=O)n(C)c1=O
 : 13µM*, 23%, i, 8%, -9, 3%, -17%, ?, -43%
CCOC(=O)Cn1c(=O)n(-c2ccccc2OC)c2nc(-c3cccc(F)c3)nc(C(N)=O)c21
 : -2%, 1.1%, ?, ., ., -7%, -23%, ., 0%
CCOC(=O)C1=C(O)C(=O)NC(c2ccccc2)=C(OC2CCCCC2)C1
 : -6%, -0.4%, i, 3%, 12, -6%, -2%, 0%, 7%
COc1cc(CCCN2C(=S)NC[C@@H]2c2ccccc2)cc(OC)c1OC
 : -19%, 1.1%, i, -3%, 1, 0%, -4%, -6%, 0%
NC(=O)C1CCCN(C(=S)Nc2cccc3ccccc23)C1 (stereo unspecified)
 : 20%, 6.8%, i, -1%, 2, 2%, -9%, 3%, 8%
COc1ccc(-c2c[n+]3c(n2-c2c(C)n(C)n(-c4ccccc4)c2=O)CCCCC3)cc1
 : 7%, -0.5%, i, -18%, 15, 2%, -10%[11.3 µM], ?, 2%
Cc1onc(-c2ccccc2Cl)c1C(=O)Nc1ccccc1C(N)=O
 : -32%, 0.0%, i, -18%, 37, -6%, -19%, ?, -31%
Cc1ccc(-c2nn(-c3ccccc3)cc2C(=O)N2CCOCC2)cc1C
 : 3%, -0.5%, i, -10%, -14, -8%, -11%, -4%, -25%
O=C(c1ccc(Cl)cc1)N1CCN(C(=O)c2ccco2)CC1
 : 1%, -0.6%, i, -2%, -11, -2%, 3%, ., -7%
O=C(COc1ccc(/C=N/NC(=O)c2ccc(O)cc2)cc1)Nc1cccc([N+](=O)[O-])c1
 : 6%, -0.5%, i, 0%, 8, 0%, ., 5%, -2%
CCOC(=O)N/N=C/c1ccc(N(CC)CC)cc1O
 : -2%, 6.6%, i, 23µM*, 8, -5%, 15%, 8%, -3%
COc1cccc(C(=O)OCC(=O)NCC2CCCO2)c1 (stereo unspecified)
 : -18%, 0.1%, ?, -2%, 9, -2%, 4%, -4%, -4%
C=C1CCN(C(Cc2ccccc2)C(=O)OC)S(=O)(=O)c2ccc(F)cc21 (stereo unspecified)
 : -10%&-3%, 0.1%, i, 5%, 0, 2%&0%, 3%, -1%&-1%, 3%&-13%
COc1ccc2cc(CN(CC3CCCO3)S(=O)(=O)c3ccccc3Cl)c(=O)[nH]c2c1 (stereo unspecified)
 : -15%, 0.4%, ?, -19%, -17, -3%, -1%, -38%, -27%
CCN(CC1CCCN(CCc2cccc(OC)c2)C1)C(=O)c1ccoc1 (stereo unspecified)
 : 1%, -0.7%, i, 14%, 8, -3%, -10%, 6%, 10%
CCN1CCN(S(=O)(=O)c2c[nH]c(C(=O)OC)c2)CC1
 : -2%, -1.3%, i, -3%, -8, -6%, -5%, 2%, -3%
N#C/C(=C\c1ccc(-c2ccc(Br)cc2)o1)C(=O)Nc1ccccc1O
 : 15%, 3.4%, i, ., ., 4%, 2%, 6%, 1%
Cc1cccc(Cn2c(SCCO)nc3c2c(=O)n(C)c(=O)n3C)c1
 : -3%, 2.1%, i, 3%, 4, -9%, 3%, ?, -2%
O=C(c1ccc(O)cc1)c1ccc(O)cc1O
 : 13%, 5.7%, i, 1%, 8, -2%, 75%[activator], -12%, 4%
COc1ccccc1-c1noc2ncnc(Nc3ccccc3C)c12
 : -3%, 0.6%, i, -12%, 0, 2%, -21%, -24%, 1%
Cc1ccc(S(=O)(=O)N2CCN(C(=O)c3ccccn3)CC2)c(C)c1
 : -10%, -0.1%, i, 6%, 6, 2%, 22%, 11%, -25%
COc1ccccc1NC(=O)c1ccc(Cl)c(S(=O)(=O)N2CCCCC2)c1
 : -1%, -0.3%, i, ?, 4, -14%, -6%, ?, 3%
Nc1nonc1C(=O)N/N=C/c1ccncc1
 : 10%, 0.2%, i, -1%, 32, 4%, -24%, -1%, 10%
CCCc1cc(=O)oc2cc(C)c3c(-c4cccc(OC)c4)coc3c12
 : 29%, -0.4%, i, ., ., 1%, -7%, 16%, 5%
Cc1ccccc1NC(=O)CSc1nc2ccc(NC(=O)c3ccco3)cc2s1
 : -14%, 6.8%, ?, ., ., -9%, ?, -72%, -16%
CSCCC(NC(N)=O)C(=O)Nc1ccc2ccccc2c1 (stereo unspecified)
 : -2%, -0.4%, i, -3%, -24, 7%, 1%, ?, -10%
CCCCn1c(=O)n(C)c(=O)c2c3c(sc21)COC(C)(C)C3
 : -16%, 3.5%, ?, 16%, -13, 3%, -8%, ., -9%
CCSc1ccccc1C(=O)Nc1cccnc1
 : 10%, -0.4%, i, -1%, 6, 3%, 8%, 6%, -6%
Nc1cc(=O)[nH]c(SCC(=O)Nc2cc(S(=O)(=O)N3CCCCCC3)ccc2Cl)n1
 : 7%, 2.5%, i, ?, -2, 2%, -9%, 0%, -15%
CCN1CCN(c2c(S(=O)(=O)c3ccccc3)cnc3ccc(Cl)cc23)CC1
 : 7%, 2.1%, i, ., ., 1%, -10%, -5%, -23%
COc1ccc(/C=C/C(=O)NC(=S)N2CCN(C)CC2)cc1
 : -18%, 24%, i, 4%, ?, 3%, 12%, 2%, -1%
CCOC(=O)c1cn2nc(Oc3ccccc3)ccc2n1
 : 24%, -0.7%, i, -1%, -5, 0%, 32%[activator], ?, 9%
COC(=O)c1ccc2nc(-c3cccc(Br)c3)c(Cc3ccccc3)n2c1
 : ., 10%, i, ., 30, ., 7%, ., .
CN1c2ccccc2C(=O)/C(=C\Nc2ccc(F)cc2)S1(=O)=O
 : -17%, -0.4%, i, -2%, 9, 1%, -25%, ?, 15%
O=C(NCc1ccc2c(c1)CCO2)Nc1cccc(C(F)(F)F)c1
 : -30%, 0.3%, i, 11%, -9, 1%, -12%, ?, -32%
COc1ccccc1NS(=O)(=O)c1cccc(NC(=O)c2nn(C)c(=O)c3ccccc23)c1
 : -5%, 5.1%, ?, -3%, 0, -3%, -4%, -19%, -30%
Cc1ccc(NC2=C(Cl)C(=O)OC2OC(=O)c2ccco2)cc1C (stereo unspecified)
 : -17%, 17%, i, ?, -87*, -8%, 3%, 0%, -18%
Cc1nn(Cc2ccc(Cl)c(Cl)c2)c(C)c1NC(=O)c1noc2c1CCc1ccccc1-2
 : ?, 0.2%, i, ., ., -3%, -25%, ?, -12%
O=C(O)CSc1c2c(nc3cc(C(=O)Nc4ccc(F)c(Cl)c4)ccc13)CCCC2
 : 9%, -0.8%, i, ?, 1, 1%, ., -12%, -3%
C=CC[n+]1c(-c2ccc(Cl)cc2Cl)csc1Nc1c(C)n(C)n(-c2ccccc2)c1=O
 : ?, 1.7%, ?, ?, -80*, -19%, -15%, ?, 0%
c1ccc(C(c2nnnn2Cc2ccco2)N2CCN(C3CCCC3)CC2)cc1 (stereo unspecified)
 : -13%, -1.5%, i, 16%, -21, -9%, 10%, 4%, -5%

Random excerpt: two compounds from above.
Sequence of screens: TGFb SMAD3 inh, Nrf2 ARE act, ATXN viability, MCF10A rereplic, IL-1B inflam inh, A549 viability, ATXN2 expr inh, Nrf2 block, HepG2 tox
CCOC(=O)N/N=C/c1ccc(N(CC)CC)cc1O
 : -2%, 6.6%, i, 23µM*, 8, -5%, 15%, 8%, -3%
O=C(COc1ccc(/C=N/NC(=O)c2ccc(O)cc2)cc1)Nc1cccc([N+](=O)[O-])c1
 : 6%, -0.5%, i, 0%, 8, 0%, ., 5%, -2%

Source: PubChem (National Center for Advancing Translational Sciences (NCATS))

Rows are unselected; overall some 8.8% were active at least once.
